Artemis endo inh = Artemis endonuclease inhibitors, primary screen, biochemical, fluorescence intensity, FAM/BHQ-1 hairpin substrate; Protein artemis (Homo sapiens), Q96SD1; 30,000 compounds, 0.78% hits; recombinant Artemis, quenched FAM hairpin cleavage fluorescence; inhibition, % at 10 µM;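 active = at 10 µM dose, at least 30% inhibition, measured as corrected fluorescence normalized to stimulator and neutral control wells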
Target sequence (Q96SD1 whole entry, looked up): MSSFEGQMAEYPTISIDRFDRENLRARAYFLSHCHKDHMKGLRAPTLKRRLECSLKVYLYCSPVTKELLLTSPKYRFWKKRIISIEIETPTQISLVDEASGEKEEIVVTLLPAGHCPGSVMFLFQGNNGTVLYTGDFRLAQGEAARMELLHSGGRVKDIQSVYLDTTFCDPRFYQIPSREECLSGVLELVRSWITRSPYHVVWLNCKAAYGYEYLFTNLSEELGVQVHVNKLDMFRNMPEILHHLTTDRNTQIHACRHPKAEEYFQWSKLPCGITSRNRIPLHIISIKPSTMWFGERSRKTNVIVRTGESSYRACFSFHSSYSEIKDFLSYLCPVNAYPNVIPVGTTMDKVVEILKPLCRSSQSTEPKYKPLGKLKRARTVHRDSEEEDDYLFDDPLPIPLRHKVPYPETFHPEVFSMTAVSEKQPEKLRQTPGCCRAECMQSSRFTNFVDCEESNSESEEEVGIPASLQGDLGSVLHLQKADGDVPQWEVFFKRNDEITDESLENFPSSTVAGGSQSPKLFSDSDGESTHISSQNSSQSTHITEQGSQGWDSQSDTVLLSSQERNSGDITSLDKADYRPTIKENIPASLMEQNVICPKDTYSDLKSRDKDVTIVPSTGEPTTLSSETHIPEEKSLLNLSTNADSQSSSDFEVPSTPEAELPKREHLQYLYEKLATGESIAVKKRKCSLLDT
Numbers without * were called inactive.

SMILES	Artemis endo inh
CCOc1ccc(NC(=O)c2ccccc2NC(=O)CN(C)CC(=O)Nc2ccc(C)cc2)cc1	4
CC(=O)NC12CC3CC(C1)CC(C(=O)Nc1nccs1)(C3)C2	3
COCCCN1C(=O)C(=O)/C(=C(/O)c2ccc(OC)cc2)C1c1ccc(O)c(OC)c1 (centres undefined)	5
O=S1(=O)N=C(Nc2nc3c(s2)CCCC3)c2ccccc21	-4
COC(=O)C(C)n1cnc2c(cnn2-c2ccc(Cl)cc2)c1=O (centres undefined)	-5
COc1ccccc1-c1cn[nH]c(=S)n1	-1
COc1ccccc1CNc1cc(CSc2ccc(Cl)cc2)nc(C)n1	2
COC(=O)n1c(SC)nc2ccccc21	-7
Cc1oc(C)c(C(=O)O)c1COc1ccc(C(=O)O)cc1	-1
CN(C)CCCNC(=O)c1ccc(-c2ccccc2)cc1	-4
C=CCn1c(SCc2ccccc2)nc(O)cc1=O	5
O=S(=O)(c1cccc2ccccc12)N1CCSC1	2
CCc1cccc(OCCCCNCCOC)c1	-3
CC1(C)Cc2nc3sc4c(SCC(=O)NC(c5ccccc5)c5ccccc5)ncnc4c3cc2CO1	15
Cc1nc(NC(=O)c2cc3c(C)nn(-c4ccccc4)c3s2)sc1C(=O)Nc1ccccc1	83*
COc1ccc(-c2ncc3ccccn23)cc1OC	3
COc1cc(C=O)ccc1OCCOCCOc1c(C)cc(Cl)cc1Cl	4
COCCCNCC(=O)Nc1ccc(OC(F)(F)F)cc1	-4
CC(C)CN1C(=O)c2ccc(C(=O)Nc3nccs3)cc2C1=O	1
CCOC(=O)c1cnc(-c2ccccc2)nc1Oc1cccc(Cl)c1	-8
COc1ccc(/C=N/n2c(N)nc(-c3ccccc3)c2-c2ccccc2)cc1	9
CCN(CC)c1ccc(C2CC(=O)NC3=C2C(=O)CC(C)(C)C3)cc1 (centres undefined)	4
CC(O)CNc1nc2c(c(=O)n(C)c(=O)n2C)n1CCc1ccccc1 (centres undefined)	13
O=C(O)C1C2C=CC(O2)C1C(=O)Nc1ccccc1C(F)(F)F (centres undefined)	1
COCC(=O)n1nc(NCc2ccc(OC)cc2)nc1NCc1ccc(OC)cc1	-5
CCN(CC)S(=O)(=O)c1cc(-c2nnc(-c3ccc(Br)cc3)o2)ccc1Br	9
CS(=O)(=O)N(CC(=O)N1CCCCCC1)c1ccccc1	3
NC(=O)c1ccc(N2CCCCC2)c(N2C(=O)C3C4C=CC(C4)C3C2=O)c1 (centres undefined)	-4
COc1cc2c(cc1OC)CN(Cc1nc3ccsc3c(=O)[nH]1)CC2	7
COc1ccc(NC(=O)N2CCCC2C(=O)Nc2ccccc2)cc1 (centres undefined)	1
O=C(O)C1CCCCC1C(=O)Nc1nc(-c2cccs2)cs1 (centres undefined)	-8
COc1ccc(Cc2nnc(NC(=O)c3cccs3)s2)cc1	-4
CCOC(=O)N1CCC(C(N)=O)CC1	-8
CC(C)CNC(=O)c1ccc(COc2ccc(Cl)cc2Cl)o1	-4
CC(C)N1CC2(c3ccccc3)CN(C(C)C)CC(c3ccccc3)(C1)C2=O	2
CC(C)NCCOc1cccc(Br)c1	1
CC(=O)Nc1ccc(S(=O)(=O)NC(CC(=O)NCCCN2CCOCC2)C(C)C)cc1 (centres undefined)	-1
N/C(=N\OS(=O)(=O)c1ccc2ccccc2c1)c1ccncc1	-6
CC1(C)CC(n2c(=S)[nH]c3ccccc3c2=O)CCO1 (centres undefined)	0
O=c1[nH]c(CN2CCN(c3ccccc3)CC2)nc2ccccc12	-2
CSc1nc(C)c2cc(C)oc2n1	-3
C/C(=N/OCC(=O)Nc1ccccc1)c1cccs1	2
CCc1cccc(NC(=O)COc2ccccc2)c1	0
O=c1cc(Cl)c(-c2ccccc2)n[nH]1	-2
Cc1ccccc1NC(=S)NC(=O)c1cc(-c2ccccc2)nc2ccccc12	21
COc1cc2c(cc1NC(=O)CN1CCN(S(=O)(=O)c3ccc(F)cc3)CC1)oc1ccccc12	9
C/C(=C\C(=O)c1ccc(C)cc1)NCc1ccc(F)cc1	0
O/N=C/c1cc(Br)ccc1OCc1ccc(F)cc1	1
COc1ccc(/C=N/NC(=O)CCCOc2ccc(Cl)cc2Cl)cc1[N+](=O)[O-]	13
O=C(NCc1ccc2c(c1)OCO2)c1cc(-c2ccc(Cl)cc2Cl)on1	2
CCCS(=O)(=O)c1c(S(=O)(=O)CCC)c2c(C)cccn2c1C(N)=O	5
Cc1cc(NC(=O)CSc2ncn(-c3ccccc3)n2)no1	-4
Cc1nn(CCC#N)c2nc(-c3ccccc3)cc(C(F)(F)F)c12	-1
Cc1nn(Cc2ccc(C(=O)N3c4ccc(F)cc4CCC3C)o2)c(C)c1Br (centres undefined)	-6
O=C1N(CC(=O)N2CCc3ccccc32)CCN1Cc1ccc(Cl)cc1	0
C=CCn1c(COc2ccccc2)nnc1SCC(=O)O	3
CC(=O)Nc1ccc([N+](=O)[O-])cn1	1
Cc1nnc(-c2ccccc2)c(=O)n1/N=C/c1c(O)ccc2ccccc12	47*
CC1Cc2ccccc2N1c1ncnc2c1nnn2Cc1ccccc1Cl (centres undefined)	-1
CCCc1[nH]nc2c1C(c1c(C)nn(-c3ccccc3)c1Cl)C(C#N)=C(N)O2 (centres undefined)	7
Remaining list, next part
SMILES	Artemis endo inh
CC(C)CC(NC(=O)c1ccc(Cl)cc1)C(=O)OCC(=O)c1ccc2c(c1)NC(=O)CO2 (centres undefined)	3
[N-]=[N+]=CC(=O)C(Cc1ccccc1)N1C(=O)c2ccccc2C1=O (centres undefined)	15
O=C(Nc1ccc(Cl)cc1)OCCn1nnnc1C(c1ccccc1)N1CCOCC1 (centres undefined)	2
COc1cc(NS(=O)(=O)c2ccc(OC)c(C)c2C)c(OC)cc1Cl	12
COc1ccc(C(CNC(=O)c2ccc(S(=O)(=O)N3CCOCC3)cc2)N2CCCCC2)cc1 (centres undefined)	-1
O=C1CC(c2ccco2)CC2=C1C(c1ccccc1)n1nc(C(F)(F)F)nc1N2 (centres undefined)	1
COc1cccc(NS(=O)(=O)c2ccc3[nH]cc(C(=O)NC4CC4)c(=O)c3c2)c1	3
Cc1ccc(-c2c(C#N)c(N)n(-c3ccc(C)cc3)c(=O)c2C#N)cc1	1
Cc1ccc(-c2cc(C(=O)NCc3ccco3)c3ccccc3n2)o1	11
CCOC(=O)CNC(=O)CSc1nnc(-c2ccc(OC)cc2)n1CC	-3
COc1ccc(-n2c3c(cc(C(=O)Nc4ccc(C)cc4)c2=O)C(=O)CCC3)cc1	-1
COc1ccc(CNC(=O)c2cccc3c2C(=O)N(Cc2cccnc2)C3)cc1	-3
Cc1cc(NS(=O)(=O)c2ccc(NC(=S)NC(=O)c3ccc(Cl)cc3Cl)cc2)no1	30*
CC1CCc2c(sc(NC(=O)c3ccc(Cn4cc([N+](=O)[O-])cn4)o3)c2C#N)C1 (centres undefined)	7
CCCCOC(=O)n1c(=O)oc2ccccc21	-14
COc1ccc(Nc2nc(Nc3ccc(OC)cc3)nc(SC3=NCCS3)n2)cc1	79*
CCOc1cc(/C=N\NC(=O)Cc2ccccc2)ccc1OCC(=O)Nc1ccc(C)c(C)c1	5
O=C(O)c1cc2ccc3ccccc3c2oc1=O	-5
CCN(CC)CCN1C(=O)c2ccccc2NC1c1ccc(N(C)C)cc1 (centres undefined)	-3
Cc1ccc([N+](=O)[O-])cc1-c1ccc(/C=N/NC(=O)c2cc3c(ccc4ccccc43)o2)o1	28
CNC(=O)CCc1nc(-c2ccc(C(C)(C)C)cc2)no1	-4
Cc1cc(-c2ccccc2)nc(SCc2ccc(C(=O)O)o2)n1	4
O=c1nc2ccccc2c2n1CC(CN1CCN(c3ccc(F)cc3)CC1)N2 (centres undefined)	-4
CCn1cc(C(=O)NCc2cccnc2)c(=O)c2cc(F)c(N3CCN(C(=O)c4ccco4)CC3)cc21	4
Cc1ccc(C2(c3ccc(C)cc3)NC(=O)N(Cc3c(C)noc3C)C2=O)cc1	1
Cc1cc(N2C(=O)C3CC=CCC3C2=O)cc(C)c1Br (centres undefined)	-10
COC(=O)c1sccc1NC(=O)CCC1CCCC1	7
NC(=O)Cn1cc(C(=O)c2cccs2)c2ccccc21	-6
Cc1cccc2nc(CSc3nncn3-c3ccccc3)cn12	-6
O=C(O)c1ccc(N2C(=O)C3ON(c4ccccc4)C(c4ccccc4F)C3C2=O)cc1 (centres undefined)	10
CCCCC(CCC(=O)Nc1ccc(C(=O)OC)cc1)C(=O)O (centres undefined)	-2
Cc1cccc(N2C(N)=NC(N)=NC23CCCCC3)c1	-8
c1ccc(Oc2nc(Oc3ccccc3)nc(N3CCOCC3)n2)cc1	-3
Cc1ccc(-c2cc3nc(-c4ccccc4)cc(N4CCOCC4)n3n2)cc1	2
COC(=O)Cn1cc(C(=O)C2CC2)c2ccccc21	3
COC(=O)c1ccc2c(c1)C(=O)N(C1CCCCC1)C2=O	-5
CCC(=O)OC1CC(C)N(C(=O)c2ccccc2)c2ccc(C)cc21 (centres undefined)	3
CC1CCN(C(=O)C2Cc3ccccc3CN2S(=O)(=O)c2ccc(F)cc2)CC1 (centres undefined)	2
COc1ccc(C(=O)N2CCC(N3CCN(c4ccccc4)CC3)CC2)cc1	-3
COc1ccc(C(=O)/C=C\N2CCOCC2)cc1	-7
COc1ccc(C2NC3=C(CCC3)C3(C#N)C(OC)(OC)N=C(N)C23C#N)cc1 (centres undefined)	-5
COc1ccc(NS(=O)(=O)c2ccc(S(=O)(=O)N3CCCC3)cc2)cc1	2
OCCN1CCN(c2nc(-c3ccccc3)c3cc(Cl)ccc3n2)CC1	-11
O=C(c1coc(=O)c(Br)c1)N1CCCc2ccccc21	3
Cc1cccc(NC(=O)c2onc3c2CCCC3)c1C	15
Cc1ccc(C2=Nc3ccccc3NC(C)(c3ccc(C)o3)C2)o1 (centres undefined)	1
CN1CCCC(OC(=O)c2ccc3c(c2)OCCO3)C1 (centres undefined)	-6
CCCOc1ccccc1N/C(=N/c1nc(C)cc(C)n1)NC(=O)Nc1ccc(Cl)cc1	7
CCNS(=O)(=O)c1ccc(NS(=O)(=O)c2cc(C)ccc2C)cc1	-6
CCc1c(C)nc2cc(-c3ccc(OC)c(OC)c3)nn2c1N1CCC(C)CC1	0
COc1cccc(CC(NC(C)=O)C(=O)NC2CCN(c3c4c(nc5ncnn35)CCC4)CC2)c1 (centres undefined)	6
Cc1ccc(NC(=O)c2ccco2)cc1C	-3
CCCC(=O)NC1=C(C#N)C2(CCCCC2)Cc2ccccc21	-7
COc1cccc(C(=O)Nc2nc(C)cs2)c1	-1
O=C(Cc1ccccc1)NC1CCN(C(=O)NCc2ccccc2)CC1	-6
CCOC(=O)c1c(-c2cccc(C)c2)csc1NC(=O)c1c(-c2ccccc2)noc1C	4
CCOc1ccc(C(=O)OCC(=O)NCc2ccco2)cc1OCC	5
Cc1ccnc2nc(C(=O)NC3=NCCS3)nn12	-6
O=C(CCCN1C(=O)c2ccccc2C1=O)Nc1nncs1	-2
CCCOc1ccc(N2C(=O)CC(N3CCC(c4nncn4CC)CC3)C2=O)cc1 (centres undefined)	-5
(more compounds)
SMILES	Artemis endo inh
O=C1c2oc3ccccc3c(=O)c2C(c2cccs2)N1CCCN1CCOCC1 (centres undefined)	0
CC(C)Sc1nc(N)c2c3c(sc2n1)CN(C)CC3	18
C=CCN(C(=O)c1cccc(S(=O)(=O)N2CCN(C)CC2)c1)c1nc(-c2ccccc2)cs1	3
Cc1ccc(C)c(Cn2cnc3c(cnn3C(C)(C)C)c2=O)c1	3
CCc1nnc(NC(=O)CSc2nnc(-c3ccoc3C)n2-c2ccccc2)s1	5
CCOC(=O)N1CCN(C(=O)c2ccc3nc(SCc4ccc(F)cc4)n(C)c3c2)CC1	14
CCOC(=O)c1cnc(SCc2nc(N)nc(Nc3ccc(C)cc3)n2)nc1N	14
CSc1nncc(/C(C)=N\Nc2ccccc2)n1	-3
CCCNC(=O)c1ccc2c(c1)ncn2-c1ccccc1OC	1
CC(O)c1nc2ccc(Cc3ccc4nc(C(C)O)[nH]c4c3)cc2[nH]1 (centres undefined)	-2
CC(C)(C)c1ccc(CN2N=Nc3ccccc3S2(=O)=O)cc1	3
COCCOC(=O)c1[nH]c2c(c1C)C(=O)CC(c1ccc(N(C)C)cc1)C2 (centres undefined)	1
COC(=O)C(CCSC)NC(=O)C(NC(=O)C1CCC(C)CC1)C(C)C (centres undefined)	-4
O=c1oc(-c2ccco2)nc2c1cnn2-c1ccccc1	0
O=C(c1ccc(N2CCCC2=O)cc1)N1CCCCCC1	3
COc1ccc(NC(=O)C2Cc3ccccc3CN2C(=O)c2ccccc2)cn1 (centres undefined)	-7
COC(=O)c1cc(Br)c(=O)n(CCc2ccc(F)cc2)c1	5

Compound activity: PubChem, Sanford-Burnham Center for Chemical Genomics

Only part of the results is shown (hit frequency here may not be typical).
